SSB-PriA inh – inhibitors of Klebsiella pneumoniae PriA binding to SSB C-terminal tail, primary screen, biochemical, AlphaScreen | 430,000 compounds, 0.6% hits | AlphaScreen SSBct-PriA binding, biotinylated peptide | inhibition, % at 33 µM; in the data active means inhibition mostly above about 37%, no sharp cut-off; inactive means mostly below about 20%;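 further: plate controls were negative control peptide for no effect and reference peptide for full effect; strong numbers were not always called active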
* marks the source's active call; other numbers are inactive results; & = joins results of further samples.

SMILES | SSB-PriA inh
CCc1nn2c(NC3CCCC3)cc(C)nc2c1-c1ccccc1 | -8
COc1ccccc1OCC(=O)N(Cc1ccc(Cl)cc1)[C@H]1CCS(=O)(=O)C1 | -13
Cc1ccc(/C=C/S(=O)(=O)NCCCn2nc(-c3ccc(Cl)cc3)ccc2=O)cc1 | -4
O=C(CSc1nc2c(sc(=S)n2-c2ccccc2)c(=O)[nH]1)Nc1ccc(F)c(Cl)c1 | -3
O=C1C[C@@]2(CCN(S(=O)(=O)c3cccs3)C2)Oc2ccccc21 | -17
CCOCCn1c(=NC(=O)c2ccnn2C)sc2cc(OCC)ccc21 | 2
CCOc1ccc(NC(=O)NCC(c2cn(C)c3ccccc23)N(C)C)cc1 (stereo not given) | 1
CCCC(=O)N1CCN(c2cc(-n3nc(C)cc3C)nc(C)n2)CC1 | -6
O=[N+]([O-])c1cc(C(F)(F)F)cc([N+](=O)[O-])c1NC1CCS(=O)(=O)C1 (stereo not given) | 4
C=CCn1c(SCC(=O)Nc2ccc(Cl)c(Cl)c2)nnc1-c1ccc(C(C)(C)C)cc1 | -13&-3
O=C(NN=Cc1ccc(O)c([N+](=O)[O-])c1)C1CC1(c1ccccc1)c1ccccc1 (stereo not given) | -1
O=c1nc(NN=Cc2ccccn2)cn[nH]1 | 82*
CS(=O)(=O)N1CC(Oc2nc3ccccc3s2)C1 | -10
Cc1ccc2sc(NNC(=O)c3ccc(N(C)C)cc3)nc2c1C | 13
COc1ccc2nc(N=CN(C)C)sc2c1 | 1
Cc1cccc(Cn2cc(C(=O)Nc3nnc(C)s3)ccc2=O)c1 | -2&2
Cc1cc(C(=O)Nc2nc(-c3cc4ccccc4oc3=O)cs2)no1 | -4
CC(=NNC(=O)C(=O)Nc1ccc(C)cc1)c1ccncc1 | -5
NC(N)=NN=Cc1ccc(OS(=O)(=O)c2ccccc2)cc1 | 13
COC(=O)c1ccc(NC(=O)Cc2c(C)nc(SC(C)c3ccccc3)[nH]c2=O)cc1 (stereo not given) | -10
O=C(CSc1nncc(-c2ccccc2)n1)N1CCOCC1 | 1
COc1ccccc1-c1cc(C(=O)N2CCCC[C@H](c3ccc(Cl)cc3)C2)[nH]n1 | 11
O=C(C[C@@H]1C/C=C/C[C@H](NC(=O)OCC2c3ccccc3-c3ccccc32)C(=O)OC[C@@H]2CCCN2C1=O)NCCO | 1
CSc1ccccc1C(=O)NCc1n[nH]c(=O)c2ccccc12 | 6

Among those listed so far, these have fluorine:
SMILES | SSB-PriA inh
O=C(CSc1nc2c(sc(=S)n2-c2ccccc2)c(=O)[nH]1)Nc1ccc(F)c(Cl)c1 | -3
O=[N+]([O-])c1cc(C(F)(F)F)cc([N+](=O)[O-])c1NC1CCS(=O)(=O)C1 (stereo not given) | 4

(next part)
SMILES | SSB-PriA inh
CCOC(=O)c1ccc(NC(=O)CSc2nnc(CNC(=O)c3ccco3)n2-c2ccc(F)cc2)cc1 | -19
NC(=O)c1ccc(NC(=O)CCc2csc(NC(=O)c3ccc(=O)[nH]c3)n2)cc1 | -15
COc1cc(/C=C/C(=O)Nc2nnc(-c3ccc(Cl)s3)o2)cc(OC)c1OC | -4
CCCc1cc(=O)n2[nH]cc(C(=O)NCc3cccc(C(F)(F)F)c3)c2n1 | -4
Cc1ccc2nc(NC(=O)CSc3nnc(-c4c[nH]c5ccccc45)n3C)sc2c1 | 13
CC1CCN(C(=O)CN2CCN(Cc3nc(-c4ccc(F)cc4)cs3)CC2)CC1 | -9
O=C(NCc1ccc(OC(F)(F)F)cc1)c1n[nH]nc1-c1cccc(Cl)c1 | -11
Cc1cc(C)cc(C(=O)Nc2nc(-c3ccccn3)cs2)c1 | 92*
Cc1ccc(S(=O)(=O)NCC(=O)N/N=c2\sc3ccccc3n2C)cc1 | -7
COc1ccc(F)cc1S(=O)(=O)N1CCC(S(C)(=O)=O)CC1 | -5
Cc1ccccc1NC(=O)NCCN1CCC(O)CC1 | 6
O=C(C1CC=CCC1)N(CCc1ccccc1)Cc1ccccn1 (stereo not given) | -8
Cn1c(Cl)c(C=NOC(=O)C(C)(C)C)c2ccccc21 | -10
O=C(COc1cccc(C(F)(F)F)c1)N1CCN(c2ccc3nncn3n2)CC1 | 11
COc1cccc2sc(NC(=O)c3ccn(C)n3)nc12 | 8
Brc1ccc2nc(NCc3ccccn3)nc(-c3ccccc3)c2c1 | 0
Cn1nc(CN(Cc2ccco2)C(=O)c2cccs2)c2c1CCC2 | -5
COc1cccc(CNC(=O)C(=O)Nc2ccccc2F)c1 | -20
Cc1ccc(N2C(=O)N(Cc3ccc(F)cc3Cl)c3ccccc3S2(=O)=O)c(C)c1 | 7
COc1ccc2nc(-c3ccc(OC)c(NC(=O)C(C)Oc4ccccc4F)c3)cn2n1 (stereo not given) | -13
COc1cccc(-c2nc3n(n2)C(c2cc(OC)c(OC)cc2OC)C(C(N)=O)=C(C)N3)c1 (stereo not given) | 26
Cc1c(Cl)cccc1NC(=O)Cc1csc(NC(=O)c2ccc(=O)[nH]c2)n1 | -8
O=C(NCC1CCN(C(=O)Nc2ccc(F)cc2)CC1)NC(c1ccccc1)c1ccccc1 | -14
CS(=O)(=O)N1C2CCC1CC(NC(=O)CNC(=O)OCc1ccccc1)C2 (stereo not given) | 2
O=C(COc1ccc(Cl)cc1Cl)Nc1cccc(-c2nc3cccnc3s2)c1 | -16
C[n+]1[n-]oc(=N)c1-c1ccccc1 | -21
COc1ccc(NC(=O)Cn2nc(-c3ccc(Cl)cc3)c3sc(C)nc3c2=O)c(OC)c1 | 6
COc1ccccc1NC(=O)N1CCC(CNS(=O)(=O)c2ccc(Br)s2)CC1 | -13
COC(=O)c1cnn(-c2ccc(Cl)cc2)c1N | 0
O=C(Nc1nnc(-c2cc3ccccc3o2)o1)C1CC1 | 10
COC(=O)Cn1c(SC/C=C/c2ccccc2)nc2sc(C)c(C)c2c1=O | -16&5
COC(=O)c1ccc(NC(=O)C(=O)NCC2CCN(C(=O)OC)CC2)cc1 | -15
COc1ccc(OC)c(Nc2nc(CC(=O)NCc3ccncc3)cs2)c1 | 12
Cn1c(=O)c2c(nc3n(CCN4CCCCC4)c(C(C)(C)C)cn23)n(C)c1=O | -1
O=C(Nc1cnoc1)c1cccnc1 | -10
CS(=O)(=O)c1cccc(-c2nnc(NC(=O)c3ccccc3I)o2)c1 | -9

Next part, starting with the last 5 of the part before.
SMILES | SSB-PriA inh
COC(=O)c1ccc(NC(=O)C(=O)NCC2CCN(C(=O)OC)CC2)cc1 | -15
COc1ccc(OC)c(Nc2nc(CC(=O)NCc3ccncc3)cs2)c1 | 12
Cn1c(=O)c2c(nc3n(CCN4CCCCC4)c(C(C)(C)C)cn23)n(C)c1=O | -1
O=C(Nc1cnoc1)c1cccnc1 | -10
CS(=O)(=O)c1cccc(-c2nnc(NC(=O)c3ccccc3I)o2)c1 | -9
COc1cc(NS(=O)(=O)c2ccc(Cl)s2)ncn1 | -4
CCS(=O)(=O)C1CN(S(=O)(=O)c2cccc3nsnc23)C1 | -7
CC(C)c1ccc(NC(=O)C2CCN(S(=O)(=O)c3cccc4cnccc34)CC2)cc1 | -4
O=C(Nc1cccc(N2CCCCC2=O)c1)c1ccc(Cl)c(Cl)c1 | 5
Cn1c(SCc2nc(-c3ccc(Br)cc3)no2)nc2ccccc2c1=O | 3
O=C(COc1ccccc1)NN=Cc1cc2c(cc1[N+](=O)[O-])OCO2 | -8
Cc1nc2c(ccc3nc(NC(=O)c4ccc(S(=O)(=O)N(C)C5CCCCC5)cc4)sc32)s1 | -9
Cc1nnc(SCC(=O)N2CCOCC2)c2c1cnn2-c1ccccc1 | -12
CS(=O)(=O)NCC1CCC(C(=O)Nc2ccc(F)c(Cl)c2)CC1 (stereo not given) | -6
O=C(Cn1cnc2c(c1=O)CCCC2)Nc1ccc(Cl)c(Cl)c1 | -5
Cn1nc(CNC(=O)C2c3ccccc3Oc3ccccc32)cc1-c1ccco1 | -4
COc1coc(C(=O)Nc2ccc(OC(F)(F)F)cc2)cc1=O | -2
COc1ccc(Cl)cc1S(=O)(=O)NCC1(CO)CC1 | -1
CC(C)C(=O)NCCCn1nc(-c2ccco2)ccc1=O | -19
COc1ccc(CCNC(=O)C(=O)Nc2ccc(F)c(Cl)c2)cc1OC | -2
CN(C)[C@@H](CNC(=O)c1cc(-c2ccc(F)cc2)nn1C)c1ccc2c(c1)CCO2 | 4
COc1ccc(Cl)cc1C(=O)N(Cc1ccco1)C1CCOCC1 | -3
Cn1nc(CNS(=O)(=O)c2ccc3c(c2)OCCO3)cc1C1CC1 | -3
CCCCOc1ccc(NC(=O)NCCn2nc(C(F)(F)F)n(C)c2=O)cc1 | 3
COc1ccccc1NC(=O)CC(N)=NOCC(=O)Nc1cccc(Cl)c1 | -1
CCCOc1ccc(C=NNc2cccc([N+](=O)[O-])c2)c(O)c1 | 2
Cc1noc(-c2cccnc2N2CCC(NC(=O)C3CCCO3)C2)n1 (stereo not given) | -1
O=C(O)c1ccc(Br)o1 | -13
CCCCC(=O)Nn1cnc2c(cnn2C(C)(C)C)c1=O | -9

Part of the list above, as a markdown table:
| canonical_smiles | SSB-PriA inh |
| --- | --- |
| CS(=O)(=O)NCC1CCC(C(=O)Nc2ccc(F)c(Cl)c2)CC1 (stereo not given) | -6 |
| O=C(Cn1cnc2c(c1=O)CCCC2)Nc1ccc(Cl)c(Cl)c1 | -5 |
| Cn1nc(CNC(=O)C2c3ccccc3Oc3ccccc32)cc1-c1ccco1 | -4 |
| COc1coc(C(=O)Nc2ccc(OC(F)(F)F)cc2)cc1=O | -2 |

More structures
SMILES | SSB-PriA inh
CC12CCC(C(=O)N(CSC(=S)NN=Cc3ccccc3O)C1=O)C2(C)C (stereo not given) | 84
COc1cccc(CC(=O)Nc2ccc(Cn3cnc(C(=O)NCc4ccccc4Cl)c3)cc2)c1 | -2
COc1ccccc1OCC(=O)N1CCC(Cn2ccnc2)CC1 | -15
COc1ccc(Cl)cc1NC(=O)CSc1ccc(NC(=O)C2CC2)nn1 | -13&-11
Cn1nc(C2CCN(CC(=O)NC3CC3)CC2)n(-c2ccccc2)c1=O | -21
CCOc1ccc(C(CCC(=O)O)=NNC(=O)c2cccc(S(=O)(=O)Nc3ccccc3OC)c2)cc1 | -8
CS(=O)(=O)N1CCC(C(=O)N2CCN(CC(O)C3CC3)CC2)CC1 (stereo not given) | -5
O=C(Nc1ccc(OC(F)(F)F)cc1)c1n[nH]c2ccccc12 | -11&2
Cc1ccc(-c2cc(=O)n(CC(=O)NCCc3c[nH]c4ccccc34)cn2)cc1 | -15&-12
COc1ccc(C(C)=NNC(=O)CNC(=O)c2cccs2)cc1OC | -6
CC(C)Cn1c(=O)c2nscc2n(CC(=O)NCc2ccc(Cl)cc2)c1=O | -10
O=S(=O)(NCCNc1ccc(Nc2ccncc2)nn1)c1ccc2c(c1)OCCO2 | -9
CCCOc1ccc(-c2c(C(=O)NN=Cc3ccc(OC)cc3)nnn2-c2nonc2N)cc1 | 10
CCn1c(O)c(C=NNC(=O)c2ccncc2)c(=O)[nH]c1=S | -5
CCCS(=O)(=O)N1CCc2ccc(NC(=O)NCCOc3ccccc3)cc2C1 | -4
Cc1ccc(C2=NN(C(=O)CCC(=O)O)C(Cc3cc4cccc(C)c4[nH]c3=O)C2)cc1 (stereo not given) | 0
O=C(CNC(=O)C1COc2ccccc2O1)NN=Cc1cccc(O)c1 (stereo not given) | -15
CC(=O)N1N=C(c2cccc([N+](=O)[O-])c2)OC1(C)C | 7
O=C(NCCn1ccc(-c2ccsc2)n1)Nc1c(F)cccc1F | -25
CC(=O)Nc1ccc(NC(=O)Cn2nc(-c3cccc([N+](=O)[O-])c3)ccc2=O)cc1 | -1
CC(=NNC(=O)c1nn(C)cc1Br)c1ccncc1 | 0
CC(=O)N1CCc2ccc(NS(=O)(=O)c3cc(F)ccc3F)cc2C1 | -10
COC(=O)c1cccc(NC(=O)Cn2nc3ccc(-c4ccc(C)c(C)c4)nn3c2=O)c1 | -1
CCOc1cccc2sc(NCc3ccccn3)nc12 | 14
COC(=O)c1ccc2c(=O)n(CC(=O)NCc3ccc(Cl)cc3)c(=S)[nH]c2c1 | 4
COc1cc(C(=O)Nc2nc(-c3ccc(Br)s3)cs2)cc(OC)c1OC | -5
Cc1[nH]n(-c2ccccc2)c(=O)c1C=NN(C)c1ccccc1 | 11
COc1ccc(-c2ccc(SCC(=O)Nc3cccc(C(F)(F)F)c3)nn2)cc1OC | -17
O=C(Cn1cccc1)NC1CCC(Oc2cnccn2)CC1 (stereo not given) | 0
Cc1ccc(C=Nn2c(COc3ccccc3)n[nH]c2=S)cc1 | -9
COc1cccc(C(=O)CSc2nc3c(sc4ncccc43)c(=O)n2Cc2ccccc2)c1 | 0
Cn1cc(-c2cccs2)nc1CCNS(=O)(=O)c1ccc2c(c1)CCCC2 | -3
Cc1cn(C)nc1C(=O)Nc1nnc(-c2ccnn2C(C)C)o1 | -10
Cc1cc(C)c2nc(N(CCN3CCOCC3)C(=O)c3ccnn3C)sc2c1 | 2
CC(=NNc1ccc(S(=O)(=O)N2CCOCC2)cc1[N+](=O)[O-])C(C)C | 46*
O=C(c1cc2ccccc2s1)N1CCC(c2ccsc2)CC1 | -14
Cc1noc(C)c1C(=O)N1CC[C@H](Oc2nccnc2C#N)C1 | -12

A second format for part of the listing above:
canonical_smiles	SSB-PriA inh
CC(=NNc1ccc(S(=O)(=O)N2CCOCC2)cc1[N+](=O)[O-])C(C)C	46*
O=C(c1cc2ccccc2s1)N1CCC(c2ccsc2)CC1	-14

Screens (PubChem BioAssay)

Not all compounds are listed; count on the stated rates, not on these rows.
